Tb PFK inh = qHTS Assay to Find Inhibitors of T. brucei phosphofructokinase; ATP-dependent 6-phosphofructokinase (Trypanosoma brucei brucei), O15648; T. brucei PFK, ADP-Glo luminescence; Potency, µM (series often up to 57.5 µM), for inactives: at the highest dose activity, negative = inhibition, usual class: inhibitors; 330,000 compounds, 0.17% hits;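 also: potency is read from the fitted curve at half-maximal effect; 0% = uninhibited 1x PFK enzyme wells and -100% = no-enzyme wells; nearly all actives have a fitted effect of over 60% in size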
Target sequence (O15648 whole entry, looked up): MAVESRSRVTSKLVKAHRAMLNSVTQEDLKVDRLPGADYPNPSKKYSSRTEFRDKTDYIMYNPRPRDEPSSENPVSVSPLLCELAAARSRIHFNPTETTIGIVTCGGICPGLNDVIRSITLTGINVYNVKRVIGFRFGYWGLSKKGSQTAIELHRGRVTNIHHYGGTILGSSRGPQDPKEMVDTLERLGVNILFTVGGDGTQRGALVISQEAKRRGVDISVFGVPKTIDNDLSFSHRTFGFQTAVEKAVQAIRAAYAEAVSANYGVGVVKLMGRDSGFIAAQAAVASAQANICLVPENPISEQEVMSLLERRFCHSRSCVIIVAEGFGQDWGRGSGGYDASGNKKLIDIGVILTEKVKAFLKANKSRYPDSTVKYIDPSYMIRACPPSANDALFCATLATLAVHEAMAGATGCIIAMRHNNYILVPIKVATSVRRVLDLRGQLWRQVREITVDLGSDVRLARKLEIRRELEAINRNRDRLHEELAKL
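Compounds were pin-transferred as a titration series up to 57 uM into substrate buffer (0.5 mM F6P, 0.1 mM ATP, pH 8.0), then 1.25 nM PFK was added and reactions ran 45 min before ADP-Glo detection.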
Giardia killer = Small Molecules that selectively kill Giardia lamblia: qHTS; Giardia lamblia trophozoite viability; activity change, % at 7.66 µM, hits read low; 340,000 compounds, 0.15% hits; AID 540267, 2011; in the data active = activity change below about -80%; inconclusive = between about -30% and that limit;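 also: parasites exposed to compound for two days anaerobically before the ATP read; % is scaled to controls: 0 for no effect and ±100 for the full control effect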
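Viability, read as ATP luminescence: trophozoites at 100 cells/well, compound added, 48 hrs anaerobic at 37 deg C, then 15-30 min room-temperature development before reading.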
FLuc counter = qHTS profiling assay for firefly luciferase inhibitor/activator using purifed enzyme and Km concentrations of substrates (counterscreen for miR-21 project) | purified FLuc, Km substrates, luminescence inhibition | Potency, µM (series often up to 57.5 µM), for inactives: top-dose activity change, negative = inhibition, most hits filed as inhibitors | 360,000 compounds, 6.9% hits | AID 588342, 2011;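 also: potency is read from the fitted curve at half-maximal effect; plate controls were vehicle for no effect and reference inhibitor for full effect; nearly all actives have a fitted effect of over 55% in size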
Target sequence (P08659 whole entry, looked up): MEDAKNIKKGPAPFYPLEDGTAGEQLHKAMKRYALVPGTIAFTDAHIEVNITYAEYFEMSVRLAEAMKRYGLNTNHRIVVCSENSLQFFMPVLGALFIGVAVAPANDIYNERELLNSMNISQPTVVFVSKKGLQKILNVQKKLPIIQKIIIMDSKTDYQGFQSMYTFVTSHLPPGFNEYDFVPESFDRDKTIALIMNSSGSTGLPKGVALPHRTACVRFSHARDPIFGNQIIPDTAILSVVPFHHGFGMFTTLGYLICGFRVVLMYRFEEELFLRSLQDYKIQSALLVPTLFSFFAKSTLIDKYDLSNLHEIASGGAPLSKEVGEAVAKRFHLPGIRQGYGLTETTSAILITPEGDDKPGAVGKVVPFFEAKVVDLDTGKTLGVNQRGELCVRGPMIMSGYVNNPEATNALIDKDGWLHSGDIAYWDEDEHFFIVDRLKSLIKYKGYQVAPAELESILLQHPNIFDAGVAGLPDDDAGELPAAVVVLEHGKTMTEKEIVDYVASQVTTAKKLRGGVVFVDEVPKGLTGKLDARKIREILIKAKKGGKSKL
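Purified P. pyralis luciferase (10nM final) with 10uM D-luciferin and 10uM ATP (Km levels) in 50mM Tris acetate pH 7.5, 10mM Mg acetate, 0.01% Tween-20, 0.05% BSA; qHTS 6-point titration, ~60 µM downward; luminescence read.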
ELG1 genotox = qHTS screen for small molecules that induce genotoxicity in human embryonic kidney (HEK293T) cells expressing luciferase-tagged ELG1; HEK293T ELG1-luciferase reporter, luminescence, 16 h; Potency, µM (top dose mostly 46 µM), for inactives: top-dose activity change, positive = activation, usual class: activators; 330,000 compounds, 1.3% hits; also: potency is read from the fitted curve at half-maximal effect; % of control where 0% means no effect; nearly all actives have a fitted effect of over 60% in size
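16 hr compound incubation (37 °C, 5% CO2) of HEK293T cells carrying luciferase-tagged ELG1; luciferase then measured by ONE-Glo luminescence after 30 min at RT.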
RORg inh = qHTS for inhibitors of ROR gamma transcriptional activity; Potency, µM (titrated, usually from 53.6 µM), without a hit: top-dose activity change, negative = inhibition, actives largely listed as inhibitors; 310,000 compounds, 5.4% hits; Drosophila S2 Gal4-RORgamma UAS-luciferase reporter, 20 h; Nuclear receptor ROR-gamma (Mus musculus), P51450; AID 2551, 2010; also: potency is read from the fitted curve at half-maximal effect; % is scaled to controls: 0 for no effect and ±100 for the full control effect; nearly all actives have a fitted effect of over 60% in size
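Drosophila S2 cells stably expressing Gal4-DBD/mouse RORγ fusion under metallothionein promoter plus UAS-luciferase; compound 1 h, then 700 uM CuSO4 induction for 20 h at ambient temperature; inhibition read as reduced luminescence.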
Rab9 promoter act = qHTS Assay for Rab9 Promoter Activators; AID 485297, 2010; Potency, µM (series often up to 9.22 µM), inactives show top-dose activation, negative = inhibition, hits mostly activators; Huh7 Rab9 promoter-luciferase reporter, luminescence, 24 h; 320,000 compounds, 2.8% hits; also: potency is read from the fitted curve at half-maximal effect; % of control where 0% means no effect; nearly all actives have a fitted effect of over 60% in size
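Huh7 cells stably carrying a Rab9 promoter-luciferase reporter, 1500 cells per well in OP-MEM I with 10% FBS, treated with compound 24 hours at 37C. Luciferase activity read by luminescence after 10 minutes with Amplite reagent.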
uPA generation = qHTS for Inhibitors of Cell Surface uPA Generation; cell surface uPA generation assay, qHTS; Potency, µM (highest dose often 38.3 µM), for the others: top-dose activity change, negative = inhibition, usual class: inhibitors; 330,000 compounds, 0.31% hits; AID 540303, 2011; active = well fitted inhibition curve with a large enough effect; inconclusive = small, poorly fitted or top-dose-only effect; inactive = no such curve, though single readings can be large or run the other way; tested in mouse RAW 264.7 cells; also: potency is read from the fitted curve at half-maximal effect; % is scaled to controls: 0 for no effect and ±100 for the full control effect; nearly all actives have a fitted effect of over 55% in size
VP16 counter = VP16 counterscreen qHTS for inhibitors of ROR gamma transcriptional activity. Drosophila S2 Gal4-VP16 UAS-luciferase, luminescence, 20 h. AID 2546, 2010. Potency, µM (highest dose often 53.6 µM), for inactives: at the highest dose activity, negative = inhibition, hits mostly inhibitors. 310,000 compounds, 3.5% hits;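 also: Gal4-VP16 expression switched on by copper sulfate through the metallothionein promoter; potency is read from the fitted curve at half-maximal effect; % is scaled to controls: 0 for no effect and ±100 for the full control effect; nearly all actives have a fitted effect of over 50% in size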
FBPA coupling cs = qHTS Assay for Inhibitors of Fructose-1,6-bisphosphate Aldolase from Giardia Lamblia: Coupling assay counterscreen | 290,000 compounds, 0.67% hits | activity change, negative = inhibition, % at 58.2 µM, hits read low | coupling enzyme system counterscreen, AmpLite Red fluorescence; in the data active = activity change below about -30%; also: % is scaled to controls: 0 for no effect and ±100 for the full control effect
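Compounds tested against the coupling enzymes alone at 57.5 uM final; readout was AmpLite Red fluorescence (525/598 nm) after 20 min at RT.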
NPC1 promoter act = qHTS Assay for NPC1 Promoter Activators | Potency, µM (highest dose often 9.22 µM), for the others: top-dose activation, actives largely listed as activators | 320,000 compounds, 2.4% hits | AID 485313, 2010 | Huh7 NPC1 promoter luciferase reporter, 24 h;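 also: potency is read from the fitted curve at half-maximal effect; % of control where 0% means no effect; nearly all actives have a fitted effect of over 60% in size; reporter is driven by a mutant NPC1 promoter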
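Readout is luciferase luminescence, reflecting NPC1 promoter activation in stably transfected Huh7 cells after 24 h compound exposure at 37 °C in reduced-serum medium with 10% FBS.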
KCNH2 3.1 block = qHTS for Inhibitors of KCHN2 3.1: Mutant qHTS; U2OS KCNH2 3.1, thallium flux FluxOr; stronger effect = lower value; activity change, % (tested at about 1.8 µM); 340,000 compounds, 0.95% hits;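 active = maximum activity change below -70%; inconclusive = maximum activity change from -70% to -50%; inactive = maximum activity change above -50%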;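 also: thallium influx rate constant from kinetic fluorescence after stimulation buffer; % is scaled to controls: 0 for no effect and ±100 for the full control effect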
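Thallium flux read-out: FluxOr dye with Red40 quencher in HBSS/HEPES, 45 min at RT. Rate constants from kinetic reads were normalized to positive and negative DMSO controls. Cells: U2OS virally expressing the 3.1 isoform.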
* hit, by the source's call; ? = inconclusive; . = no result given; & = joins results of further samples; [ ] = dose if it differs, or a comment. Unless noted, calls follow the shape of the dose curve; as a rule, active = well fitted curve in the direction sought with a large enough effect; inconclusive = small, poorly fitted or top-dose-only effect, or another doubt; inactive = no such curve, though single readings can be large; an effect the other way counts as inactive or inconclusive.

SMILES | Tb PFK inh | Giardia killer | FLuc counter | ELG1 genotox | RORg inh | Rab9 promoter act | uPA generation | VP16 counter | FBPA coupling cs | NPC1 promoter act | KCNH2 3.1 block
COc1ccc(NS(=O)(=O)c2ccc(-c3coc(C)n3)cc2)cc1 | -7.6% | 25.5 | -2.9% | -1.5%[9.26 µM] | ? | -5.0% | 2.7% | -16.5% | 0.0 | -0.7% | 5.5
Cc1nnc(C)n1/N=C/c1cc2ccccc2nc1Cl | -3.1% | -8.4 | -2.5% | 5.2% | -11.2% | -3.6% | -7.3% | 4.6% | 0.1 | -1.4% | -2.9
COc1ccccc1CN(C)C(=O)COC(=O)c1ccc(Cl)nc1 | 0.0% | 0.6 | . | 0.9% | . | . | -1.5% | . | . | . | 12.1
CCCC1CCC(C2=N/C(=C\c3ccc(OC)c(OC)c3)C(=O)O2)CC1 (stereo not given) | 0.6% | -6.8 | -3.2% | 3.0% | -43.5% | -9.1% | -2.1% | 1.3% | 1.7 | 2.1% | -5.0
COC(=O)c1ccc2[nH]c([C@H](C)O)c([C@H](C)O)c2c1 | 0.0% | 11.2 | 7.0% | 0.2% | 13.3% | -0.2% | -9.4% | -9.5% | 0.7 | 1.8% | 0.9
Cc1ccccc1CN1CCN(Cc2ccccc2C(F)(F)F)CC1 | -5.0% | 0.0 | -0.3% | -1.2% | 21.8% | 0.2% | -3.0% | -0.1% | -0.7 | -4.6% | -26.7
O=C(c1ccc2c3c(cccc13)C(=O)N(O)C2=O)N1CCCCC1 | -2.5% | -2.8 | -2.9% | ? | ? | -2.0% | 0.9% | 4.8% | 1.0 | -7.8% | -1.0
COc1ccc(/C(N)=N/OC(=O)CCc2ccccc2)cc1 | 0.3% | -13.3 | ? | ? | 26.8% | 18.7% | -2.3% | 22.9% | -5.5 | 8.9% | -2.7
COC(=O)c1cc2c(=O)n3ccccc3nc2n(C)c1=N | 0.1% | . | -0.7% | 0.6% | -15.9% | 2.2% | . | -10.0% | -2.3 | 4.1% | .
CSCCC(NS(=O)(=O)c1cccs1)C(=O)NCc1cccs1 (stereo not given) | -0.6% | 7.6 | -2.5% | -3.7% | 27.0% | 1.5% | 1.4% | -5.2% | 0.5 | -3.7% | 5.0
Cn1c(NC(=O)c2ccccc2)c(-c2cccs2)c(=O)c2ccccc21 | 0.8% | 0.2 | 0.8% | -0.1% | -1.0% | -5.4% | . | -3.3% | 0.9 | 2.2% | 0.2
O=C(Nc1nc(-c2ccc(Cl)cc2Cl)cs1)C1CCCO1 (stereo not given) | -6.8% | -19.7 | ? | 11.3% | ? | -4.9% | 1.3% | 7.8% | -7.2 | 2.2% | -14.4
CC(=O)Oc1ccc(C#C/C=C2\c3ccccc3C(=O)N2c2ccccc2)cc1 | -0.4% | -5.6 | . | 18.7% | . | . | ? | . | . | . | -9.1
COc1ccccc1NC(=O)N1c2ccccc2NC(=O)CC1C (stereo not given) | 2.3% | 7.0 | 0.1% | 0.9% | -6.2% | 0.7% | 0.6% | -4.9% | 4.5 | 2.2% | -0.4
Cc1cc(C)c2nc(N3CCCC(C(=O)N4CCC(C(N)=O)CC4)C3)sc2c1 (stereo not given) | 4.1% | 19.7 | ? | 16.7% | ? | 18.0% | 0.7% | ? | 4.3 | 14.6% | 29.4
CCOc1cc2[nH]c(=S)n(CCCN(CC)CC)c(=O)c2cc1OCC | -1.6% | -6.7 | 0.2% | -1.8% | -39.7% | -0.3% | 4.8% | -12.7% | -1.8 | -0.9% | 0.0
CCn1ccc(C(=O)Nc2ccc(Cl)cn2)n1 | -1.0% | 20.3 | 19µM* | ? | -2.5% | 3.98µM* | -14.3% | -2.3% | 1.8 | 3.16µM* | -5.0
Cc1cc(=O)oc2cc(OCC(=O)N3CCN(c4ccccc4)CC3)ccc12 | -2.8% | -11.9 | 4.3% | 0.4% | . | -4.1% | -8.2% | . | . | -1.8% | 2.2
CCc1ccc2oc(-c3ccc(OC)cc3)cc(=Nc3cccc(C(=O)O)c3)c2c1 | -3.0% | -4.5 | 5.36µM* | 4.11µM* | ? | 3.16µM* | -8.7% | 11.2µM* | 2.1 | ? | 0.2
Cc1n[nH]c(C)c1S(=O)(=O)N(CC(=O)N1CCc2ccccc21)c1ccc(C(C)C)cc1 | 2.1% | -6.6 | 1.8% | 1.5% | -30.4% | 1.9% | -23.1% | -16.8% | 1.0 | 0.5% | -14.5

Two compounds picked at random from those above:
SMILES | Tb PFK inh | Giardia killer | FLuc counter | ELG1 genotox | RORg inh | Rab9 promoter act | uPA generation | VP16 counter | FBPA coupling cs | NPC1 promoter act | KCNH2 3.1 block
Cn1c(NC(=O)c2ccccc2)c(-c2cccs2)c(=O)c2ccccc21 | 0.8% | 0.2 | 0.8% | -0.1% | -1.0% | -5.4% | . | -3.3% | 0.9 | 2.2% | 0.2
CC(=O)Oc1ccc(C#C/C=C2\c3ccccc3C(=O)N2c2ccccc2)cc1 | -0.4% | -5.6 | . | 18.7% | . | . | ? | . | . | . | -9.1

Going on with the list.
SMILES | Tb PFK inh | Giardia killer | FLuc counter | ELG1 genotox | RORg inh | Rab9 promoter act | uPA generation | VP16 counter | FBPA coupling cs | NPC1 promoter act | KCNH2 3.1 block
COc1ccc(Cl)cc1C(=O)NCCCSc1ccccc1 | -3.1% | -1.5 | -6.7% | -9.6% | 19.0% | 2.1% | -2.9% | -11.5% | 0.6 | -3.2% | 2.6
COCCNC(=O)/C(C#N)=c1\s/c(=C\c2ccccc2OC(F)F)c(=O)n1Cc1ccccc1 | 1.6% | . | 3.8% | 0.7% | -12.4% | 8.1% | . | -6.8% | 0.2 | -3.0% | .
Fc1ccccc1CSc1nnc(-c2cccs2)o1 | 0.0% | -3.3 | 5.36µM* | 8.2µM* | -13.3% | 1.78µM* | 3.8% | ? | 0.4 | 1.78µM* | -19.6
CCOc1ccc(N2C(=O)CC(Sc3nc(C)cc(C)c3C#N)C2=O)cc1 (stereo not given) | 4.1% | 17.6 | 1.1% | -3.3% | -5.4% | 10.8% | -6.2% | 7.2% | 3.6 | 15.6% | 0.5
CCOc1ccccc1CNC(=O)CCCn1ncn2c(cc3occc32)c1=O | 0.8% | 39.1[activator] | -1.1%&-11.2% | 3.0% | 17.5% | 0.0% | 9.3% | -7.3% | . | -4.7% | 8.3
COc1ccc(-c2nc3cc(NC(=O)Cc4ccc(OC)c(OC)c4)ccc3o2)cc1 | ? | -15.9 | ? | 0.2% | ? | -31.8%[inhibitor] | -3.3% | ? | -2.3 | -10.8% | 6.1
Cc1cccc(C)c1OCc1cc(C(=O)N2CCC(c3ccncc3)CC2)no1 | -3.5% | 7.4 | 13.5µM* | 9.7% | ? | 0.7% | -8.8% | -24.9% | . | 5.7% | 8.6
NC(N)=NS(=O)(=O)c1ccc(NC(=S)NC(=O)c2ccncc2)cc1 | 6.4% | -8.6 | 2.8% | 1.1% | -40.6% | -2.6% | -1.3% | 0.2% | 2.4 | -1.5% | 10.3
O=C(NCC(c1cccnc1)N1CCN(c2ccc(F)cc2)CC1)c1ccccc1 (stereo not given) | -1.4% | 2.2 | -2.4% | -7.2% | 17.9% | -6.3% | 7.0% | 0.4% | 1.7 | -3.4% | 39.2
CCCCOP(=O)(c1ccc(N(C)C)cc1)C(O)c1ccc(OC)cc1 (stereo not given) | 3.7% | -16.5 | -1.1% | 3.2% | 10.1% | -5.8% | 0.3% | -5.8% | 2.2 | -0.4% | 15.9
CCN(CC(=O)Nc1ccccc1Br)C1CCCCC1 | 3.0% | -5.9 | -11.4% | -1.9% | 14.1% | -3.5% | . | 5.0% | 2.7 | 0.7% | -3.4
Cc1cccc(NC(=O)CNC(=O)c2ccc3c(c2)OCO3)n1 | 8.9% | 4.6 | -12.7% | 1.9% | . | -1.7% | 2.6% | . | . | -0.7% | -10.5
CNC(=S)NCCN1CCOCC1 | -1.7% | 11.5 | 2.2% | 0.9% | -2.8% | 0.7% | 1.6% | -4.6% | 1.5 | -0.9% | -0.3
CCC1CCCCN1C(=O)CSc1nnc(CNC(=O)c2c(F)cccc2Cl)o1 (stereo not given) | -1.9% | -22.4 | 1.0% | 0.7% | 4.1% | -0.7% | 1.4% | 4.5% | . | -4.9% | -7.3
O=C(Nc1cccc(NC(=O)c2cccc(F)c2)c1)c1ccccc1 | 3.6% | -24.1 | ? | -4.7% | 5.2% | -7.2% | -0.3% | 7.9% | -2.2 | -0.2% | -8.3

Compound activity as filed in PubChem.
